# TRHR ag: qHTS for Small Molecule Agonists and Allosteric Enhancers of Human TRH Receptor: Primary Screen for Agonists; Thyrotropin-releasing hormone receptor (Homo sapiens), P34981; AID 493084, 2011; activation, % at 2 µM; 360,000 tested, 0.18% active; TRHR cells, calcium flux fluo-8, FDSS agonist mode; in the data active = activation above about 30%; note: 0% is about no effect
# Target sequence (P34981 whole entry, looked up): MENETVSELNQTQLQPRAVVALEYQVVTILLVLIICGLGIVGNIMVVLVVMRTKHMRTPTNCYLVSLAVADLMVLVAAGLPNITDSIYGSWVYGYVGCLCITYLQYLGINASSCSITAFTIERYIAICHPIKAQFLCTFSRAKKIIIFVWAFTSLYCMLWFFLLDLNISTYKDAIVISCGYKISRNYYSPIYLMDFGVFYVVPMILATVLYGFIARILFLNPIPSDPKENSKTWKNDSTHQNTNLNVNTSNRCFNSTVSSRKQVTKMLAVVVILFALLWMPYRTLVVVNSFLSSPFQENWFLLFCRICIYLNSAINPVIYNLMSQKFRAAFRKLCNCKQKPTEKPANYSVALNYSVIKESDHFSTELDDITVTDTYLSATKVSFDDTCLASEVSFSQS
#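 Agonist-mode FDSS calcium read (Ex 480/Em 530, 1 s cycles) in 1536-well TRHR cells with fluo-8 dye, after 10-cycle baseline and 23 nL compound addition; TRH at EC20 (10 nM final) added afterwards for the enhancer phase.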
# RXFP1 ag: qHTS Assay for Agonists of the Relaxin Receptor RXFP1. Potency, µM (series often up to 57.5 µM), for inactives: top-dose activation, hits mostly activators. Relaxin receptor 1 (Homo sapiens), Q9HBX9. HEK293T-RXFP1 cAMP TR-FRET, 30 min; response scale: percent of porcine relaxin response, buffer zero. AID 2676, 2010. 370,000 tested, 0.3% active; note: potency is the fitted concentration of half-maximal effect; % is set by controls: 0 for no effect and ±100 for the full control effect; nearly all actives have a fitted effect of over 60% in size; many of its hits are not listed in these tables
#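 HEK293 cells stably expressing RXFP1, treated 30 min at 37C with compounds plus PDE4 inhibitor Ro 20174; cAMP measured by HTRF TR-FRET. Normalized to buffer and 29 nM porcine relaxin; EC50 by Hill fit.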
# TRHR PAM: qHTS for Small Molecule Agonists and Allosteric Enhancers of Human TRH Receptor: Primary Screen for Enhancers; enhancement, % at 2 µM; TRHR cells, fluo-8 calcium fluorescence, EC20 TRH enhancement; 360,000 tested, 0.66% active; AID 493056, 2011; in the data active = enhancement above about 30%; note: 0% is about no effect
#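 TRHR-expressing cells loaded with fluo-8 calcium dye were read kinetically (ex 480/em 530) during compound addition, then stimulated with an EC20 of TRH (10 nM final). Enhancement of the Gq-mediated intracellular calcium response was scored.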
# D2 potentiator: HTS Assay for Positive Allosteric Modulators of the Human D2 Dopamine Receptor: Primary Screen for Potentiators. HEK293 T-REx D2, calcium flux, EC20 dopamine potentiation. AID 485347, 2010. 340,000 tested, 0.34% active. potentiation, % at 10 µM. D(2) dopamine receptor (Homo sapiens), P14416;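 active = potentiation over 3 SD above the plate norm, cut at about 30% in these data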; note: 0% is about no effect
# Target sequence (P14416 whole entry, looked up): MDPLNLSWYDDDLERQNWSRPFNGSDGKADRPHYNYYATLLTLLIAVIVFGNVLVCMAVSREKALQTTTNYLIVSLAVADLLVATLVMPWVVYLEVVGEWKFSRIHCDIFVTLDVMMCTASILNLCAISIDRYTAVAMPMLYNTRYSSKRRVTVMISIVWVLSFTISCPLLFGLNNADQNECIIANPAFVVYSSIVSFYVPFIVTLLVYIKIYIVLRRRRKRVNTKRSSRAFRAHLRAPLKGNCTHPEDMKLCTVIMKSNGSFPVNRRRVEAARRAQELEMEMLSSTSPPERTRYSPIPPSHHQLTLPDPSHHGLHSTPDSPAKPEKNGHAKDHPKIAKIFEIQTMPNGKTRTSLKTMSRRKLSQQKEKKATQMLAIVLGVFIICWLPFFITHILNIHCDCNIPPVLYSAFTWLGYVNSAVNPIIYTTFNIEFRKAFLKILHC
#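 Using a no-wash calcium dye in inducible, force-coupled HEK293 Trex cells expressing D2, we tracked fluorescence each second for 180 s after compound, then for 180 s after EC20 dopamine to detect augmented signalling.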
# Apoferritin bind: qHTS Assay for Identification of Novel General Anesthetics | Potency, µM (top dose mostly 77.5 µM), for the others: at the highest dose activity change, negative = displacement, usual class: inhibitors | apoferritin/1-aminoanthracene competitive binding, fluorescence | Ferritin light chain (Equus caballus), P02791 | AID 485281, 2010 | 350,000 tested, 0.074% active; note: potency is the fitted concentration of half-maximal effect; % is set by controls: 0 for no effect and ±100 for the full control effect; nearly all actives have a fitted effect of over 20% in size
# Target sequence (P02791 2-175 limits assumed): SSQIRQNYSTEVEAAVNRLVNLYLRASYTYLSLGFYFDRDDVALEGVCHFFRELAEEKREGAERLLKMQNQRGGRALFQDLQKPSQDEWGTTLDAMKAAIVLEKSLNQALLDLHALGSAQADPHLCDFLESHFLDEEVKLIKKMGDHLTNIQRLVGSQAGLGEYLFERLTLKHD
#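 Steps: apoferritin (10 uM) was premixed with half-saturated 1-AMA in PBS, compounds were pin-transferred, plates stood 10 min at room temperature, fluorescence was read at 380/535 nm, and curves were fitted with a Hill equation.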
# D1 antagonist: Antagonist of Human D 1 Dopamine Receptor: qHTS; D(1A) dopamine receptor (Homo sapiens), P21728; HEK293 TREx D1 cells, calcium flux, dopamine EC80; stronger effect = lower value; activity change, negative = inhibition, % at 10 µM; 360,000 tested, 3.2% active; AID 504652, 2011; in the data active = activity change below about -30%; note: % is set by controls: 0 for no effect and ±100 for the full control effect
#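 Kinetic fluorescence of a calcium dye serves as the read-out. D1-expressing Hek293 Trex cells, induced overnight at 30 C, are exposed to compound for 180 s before an EC80 dopamine addition, then read 180 s further.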
# RXFP1 antagonist: qHTS Assay for Antagonists of the Relaxin Receptor RXFP1. Relaxin receptor 1 (Homo sapiens), Q9HBX9. AID 1259400, 2018. 350,000 tested, 0.59% active. activity change, negative = inhibition, % at 57.5 µM. HEK293-RXFP1, relaxin-stimulated cAMP HTRF, 30 min; stronger effect = lower value;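 active = activity change of -60% or lower, but not beyond a set lower limit; inconclusive = change between -60% and -40%, or beyond the set limit; inactive = change above -40%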; note: % is set by controls: 0 for no effect and ±100 for the full control effect
# D1 potentiator: Potentiators of Human D1 Dopamine Receptor: qHTS; 360,000 tested, 0.036% active; potentiation, % at 10 µM; D(1A) dopamine receptor (Homo sapiens), P21728; HEK293 TREx D1 cells, calcium flux, dopamine EC20 potentiation; in the data active = potentiation above about 30%; note: 0% is about no effect
# D1 agonist: Allosteric Agonists of the Human D1 Dopamine Receptor: qHTS | D(1A) dopamine receptor (Homo sapiens), P21728 | 360,000 tested, 1% active | activation, % at 2 µM | AID 504660, 2011 | HEK293 T-REx D1 cells, calcium flux, agonist mode; in the data active = activation above about 30%; note: 0% is about no effect
#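 Agonism was scored from calcium flux recorded over 180 s (1 read/s) after pintool compound addition, following a 10-cycle baseline. Cells were inducible force-coupled HEK293 TREx D1, plated overnight at 30 C and loaded with no-wash calcium dye.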
# * hit, by the source's call; ? = inconclusive; . = not tested or not shown; & = joins results of further samples; [ ] = dose if it differs, or a comment. Unless noted, calls come from the whole dose curve; as a rule, active = well fitted curve in the direction sought with a large enough effect; inconclusive = small, poorly fitted or top-dose-only effect, or another doubt; inactive = no such curve, though single readings can be large; an effect the other way counts as inactive or inconclusive. Only part of the results is shown, so the mix of outcomes need not match the whole.
SMILES,TRHR ag,RXFP1 ag,TRHR PAM,D2 potentiator,Apoferritin bind,D1 antagonist,RXFP1 antagonist,D1 potentiator,D1 agonist
Cc1ccc(NC(=O)c2cnn(C)c2)cc1[N+](=O)[O-],0.2,2.0%,1,-11,-11%,2,-7,1,2
O=C(CCc1ccc(O)c(O)c1)N/N=C/c1cc2c(cc1[N+](=O)[O-])OCO2,-0.3,0.5%,-4,-1,-17%,-14,0,0,5
COc1ccccc1-c1nnc(SCC(=O)NC2CC2)n1C,-0.3,1.8%,11,-5,.,-59*,-1,.,6
COC(=O)C(C)Sc1nc(NCc2ccccc2)nc(N(C)C)n1 (stereo not drawn),0.0,-1.0%,13,-4,-6%,6,-4,-5,1
COc1ccccc1C(=O)N(Cc1nc(-c2ccc(Cl)cc2)no1)C(C)C,-0.3,1.5%,10,-17,-10%,-6,-35,4,0
CC(=O)c1c(C)n(C)c2ccc(OC(=O)c3ccco3)cc12,-1.6,-0.4%,0,-10,-8%,16,1,-4,3
CCC(=O)c1ccc(N2CCN(C(=O)COc3ccc(F)cc3)CC2)c(F)c1,-0.7,-2.9%,-5,0,-21%,-1,-1,-5,4
O=[N+]([O-])c1ccc(C=Nc2cccc3ccccc23)s1,0.4,2.5%,-1,.,-24%,-13,6,-6,1
Cc1ccc(NC(=O)CSCC(=O)NCCc2ccccc2)c(C)c1,-0.8,-0.5%,6,4,.,9,-4,1,0
COc1ccccc1NC(=S)NNC(=O)c1nn(C)c(C)c1Br,0.3,0.3%,6,-6,4%,7,-27,-5,0
CCC(=O)C1=C(c2ccc(OC)c(OC)c2)N(C(=O)CC)n2c(CC)nnc2S1,-0.4,0.0%,-2,16,-12%,14,-10,0,0
Cc1cc(N/N=C/c2ccc(Cl)cc2Cl)nc(NCc2ccccc2)n1,-1.3,3.0%,19,16,-9%,-48*,-12,-4,16
O=C(CCS(=O)NCc1ccccc1)NCc1ccccc1 (stereo not drawn),-0.3,-0.7%,12,18,-12%,-6,.,0,4
O=C(CSc1nnc(-c2ccco2)o1)N1CCCCC1,0.3,-1.6%,10,16,-5%,1,-11,-1,2
O=c1[nH]c(CO)nc2c1oc1ccccc12,0.3,1.4%,9,0,-8%,-3,.,0,2
CCCN(CC1CC1)C(=O)CSc1ncnc2sccc12,-0.5,4.0%,0,6,?,-4,-4,-9,3
CCC(C)(C)NC(=O)C(c1ccc(OC)cc1)N(CC1CCCO1)C(=O)CCC(=O)Nc1cc(C)on1 (stereo not drawn),1.6,-0.1%,-4,-4,-9%,5,-5,2,0
Cc1ccc(OCC(=O)c2c(O)c3ccccc3oc2=O)cc1C,0.9,-3.0%,3,0,-23%,-2,-10,3,1
COc1ccc(-c2nc3scc(CCNS(=O)(=O)c4c(C)noc4C)n3n2)cc1OC,-0.6,-2.0%,8,3,49%[activator],.,-16,1,-4
Cc1cc(OCC(=O)N2CCOCC2)ccc1NC(=O)C1CCCCC1,0.0,-0.3%,5,-11,-11%,-6,-2,3,3
CC(=O)N(C)c1ccc(NC(=S)NCC(C)C)cc1,0.2,-1.7%,-2,0,-4%,.,0,-4,1
CCOc1ccc(C2=C(C=C(C#N)C#N)C(c3ccccc3)c3ccccc3O2)cc1 (stereo not drawn),0.4,5.0%,-8,-4,-12%,-12,-10,-4,6
O=C(Nc1ccc(Br)cc1)Nc1nc2c(s1)CCCCCC2,0.8,-0.4%,2,1,-20%,13,-5,-4,4
COc1ccccc1N1CCN(C(=O)C2CCN(S(=O)(=O)c3ccc4c(c3)CC(C)N4C(C)=O)CC2)CC1 (stereo not drawn),-0.8,3.3%,16,-12,-20%,-2,-7,2,5
O=C1CCCN1CC(O)CS(=O)(=O)Cc1ccc(Cl)cc1Cl (stereo not drawn),-0.1,-3.0%,5,11,1%,-2,13,5,1
CCC1=Nc2cc(C(=O)NCCN(CC)CC)ccc2Sc2ccccc21,1.0,2.1%,-1,-12,1%,-6,.,0,10
CCC(C(=O)NCC1CCCO1)N(C(=O)CNS(=O)(=O)c1ccccc1)c1ccc(F)cc1 (stereo not drawn),0.1,-0.4%,-1,.,1%,9,17,-6,0
Cc1ccccc1CN1CCN(CC2CC3C=CC2C3)CC1 (stereo not drawn),0.2,-0.1%,-3,-24,35%[activator],9,-9,-5,1
COC(=O)c1sccc1NC(=O)CCC1CCCCC1,0.6,-0.5%,1,-15,-7%,-7,-10,5,2
O=C1CCc2cc(S(=O)(=O)NCc3ccccc3Cl)cc3c2N1CC3,-0.1&-0.2,2.0%&4.1%,21&1,-17&0,-9%,0&3,-8,2&1,1&1
O=C(/C(=C(\[O-])c1ccccc1)[n+]1ccc2ccccc2c1)c1ccc(Cl)cc1,-0.6,-0.5%,-3,4,2%,6,-4,-8,3
O=C(c1ccc(NC2=NC3CS(=O)(=O)CC3S2)cc1)N1CCN(Cc2ccccc2)CC1 (stereo not drawn),0.4,-0.9%,4,-12,1%,-11,15,.,2
COc1ccc(-c2cc(C(=O)Oc3cccc(C)c3C)c3ccccc3n2)cc1,-1.0,1.7%,14,-3,-4%,10,-2,0,-2
COc1ccc(NC(=O)C(C)N2CCN(C)CC2)cc1 (stereo not drawn),0.2,-2.1%,3,-29,7%,0,6,-1,2
O=C(O)CNC(=O)c1ccc(S(=O)(=O)N2CCOCC2)cc1,1.2,0.6%,6,-2,-4%,-8,-21,4,1
CNC(=O)c1c(NC(=O)c2ccco2)sc2c1CCCC2,-0.5,-3.5%,-2,3,-4%,-23,-6,-3,-1
Cc1ccc(OCC(=O)NCc2ccc3c(c2)OCO3)c([N+](=O)[O-])n1,0.1,3.1%,2,12,-12%,-9,-4,11,4
CC1(C)N([O-])C2=C(CCCC2)[N+]1=O,0.1,-1.3%,11,5,-3%,-3,-25,2,2
O=C(CSc1nnc(-c2ccccc2)c(-c2ccccc2)n1)NC1CCCCC1,0.0,6.3%,-7,9,-8%,-21,-8,-1,6
COc1ccc(S(=O)(=O)N(CCCN2CCOCC2)Cc2ccc(OC)c(OC)c2)cc1,-0.3,0.4%,-7,-32,-12%,-21,-10,1,0
COc1cccc(C2C(C#N)=C(N)Oc3c2oc(CO)cc3=O)c1 (stereo not drawn),1.1,2.4%,17,16,4%,2,-2,-3,0
CCCC1=Nc2cc(C(=O)NCCN3CCCC3)ccc2Sc2ccccc21,0.1,0.2%,1,-6,-9%,-5,-2,-4,13
COc1ccc(/C(C)=N/NC(=S)Nc2cc(C)ccc2C)cc1,-0.2,1.2%,-2,-2,?,-3,-2,1,5
O=C(CSc1ccc(-c2ccncc2)nn1)N1CCCCC1,0.5,-1.2%,-1,-3,-4%,4,-15,3,2
COc1ccc(Br)cc1Cn1nnc(C(=O)Nc2ccc(C)cc2C)c1N,0.8,-0.1%,14,4,-2%,11,.,0,5
C#CCOCCOCCOCCNc1nc(N2CCN(C(=O)[C@H](CCCCN)n3cc([C@@H](N)C(C)CC)nn3)CC2)nc(N2CCN(C(=O)[C@H](CCCCN)n3cc([C@@H](N)CO)nn3)CC2)n1 (stereo partly drawn),0.4,-0.3%,37*,16,1%,18,.,2,1
Cn1c(=O)n(C)c2cc(/C=N/NC(=O)c3cccc(Br)c3)ccc21,-0.4,3.5%,-2,-12,-14%,14,2,-1,-2
NC(=O)c1ccc(N2CCN(S(=O)(=O)c3ccccc3)CC2)c([N+](=O)[O-])c1,0.3,-0.5%,15,4,-12%,-40*,-7,1,12

# Exported field by field: two of the compounds above
compound: COc1ccc(Br)cc1Cn1nnc(C(=O)Nc2ccc(C)cc2C)c1N
  TRHR ag: 0.8	RXFP1 ag: -0.1%	TRHR PAM: 14	D2 potentiator: 4	Apoferritin bind: -2%	D1 antagonist: 11	RXFP1 antagonist: .	D1 potentiator: 0	D1 agonist: 5

compound: C#CCOCCOCCOCCNc1nc(N2CCN(C(=O)[C@H](CCCCN)n3cc([C@@H](N)C(C)CC)nn3)CC2)nc(N2CCN(C(=O)[C@H](CCCCN)n3cc([C@@H](N)CO)nn3)CC2)n1 (stereo partly drawn)
  TRHR ag: 0.4	RXFP1 ag: -0.3%	TRHR PAM: 37*	D2 potentiator: 16	Apoferritin bind: 1%	D1 antagonist: 18	RXFP1 antagonist: .	D1 potentiator: 2	D1 agonist: 1

# More structures follow:
SMILES,TRHR ag,RXFP1 ag,TRHR PAM,D2 potentiator,Apoferritin bind,D1 antagonist,RXFP1 antagonist,D1 potentiator,D1 agonist
CC(C)(C)c1nnc(NC(=O)CCn2cnc3ccccc3c2=O)s1,0.0,3.4%,3,1,-12%,8,0,4,5
CCN(CC)C(=O)c1sc(NC(=O)C2c3ccccc3Oc3ccccc32)c(C(=O)OC(C)C)c1C,-0.4,?,-19,-2,-13%,-5,-4,-2,5
COC(=O)NNC(=O)COc1ccccc1C,-0.1,2.1%,-1,9,-10%,1,-2,0,1
Cc1ccc(C(=O)Nc2ccc(S(=O)(=O)N3CCCC3)cc2)o1,-0.4,3.4%,-4,-3,-16%,17,2,-4,3
CCOC(=O)c1c(C)[nH]c(C)c1S(=O)(=O)N(C)CC(=O)NCc1ccc(C)cc1,-0.2&0.5,-1.6%&12%,4&5,1&3,-4%&2%,12&-2,-31,5&0,1&1
Cn1c(=O)c2[nH]c(CN(Cc3ccccc3)Cc3ccccc3)nc2n(C)c1=O,0.4,-0.1%,-14,10,-12%,12,3,1,1
CCCC(=O)Nc1ccc2c(c1)C(=O)N(CCC(=O)O)C2=O,1.1,4.4%,-3,6,95%[activator],3,2,-3,2
CC(NC(=O)c1cccc(C(F)(F)F)c1)C1CCCO1 (stereo not drawn),0.8,-0.2%,0,-2,-3%,4,-3,-1,1
CCOC(=O)c1c(NC(=O)CCCN2CCOCC2)sc2c1CC(C)(C)OC2,-0.2,1.6%,-4,3,-21%,-20,3,-12,1
N#CCC(=O)N/N=C/c1ccc(Sc2nc3ccccc3s2)o1,0.5,0.9%,-1,3,-18%,-5,-6,2,0
